# Screening data (PubChem)
# 12-LOX inh: blocks human arachidonate 12S-lipoxygenase | P18054 | AID 1671190 | purified 12hLO, xylenol orange hydroperoxide absorbance | 580,000 tested, 1.1% active | Potency, µM (series often up to 108 µM), for inactives: at the top dose activity change, negative = inhibition, usual class: inhibitors; active = well fitted inhibition curve with a large enough effect; inconclusive = small, poorly fitted or top-dose-only effect, or another doubt; inactive = no such curve, though single readings can be large or run the other way
# Target sequence (P18054 whole entry, looked up): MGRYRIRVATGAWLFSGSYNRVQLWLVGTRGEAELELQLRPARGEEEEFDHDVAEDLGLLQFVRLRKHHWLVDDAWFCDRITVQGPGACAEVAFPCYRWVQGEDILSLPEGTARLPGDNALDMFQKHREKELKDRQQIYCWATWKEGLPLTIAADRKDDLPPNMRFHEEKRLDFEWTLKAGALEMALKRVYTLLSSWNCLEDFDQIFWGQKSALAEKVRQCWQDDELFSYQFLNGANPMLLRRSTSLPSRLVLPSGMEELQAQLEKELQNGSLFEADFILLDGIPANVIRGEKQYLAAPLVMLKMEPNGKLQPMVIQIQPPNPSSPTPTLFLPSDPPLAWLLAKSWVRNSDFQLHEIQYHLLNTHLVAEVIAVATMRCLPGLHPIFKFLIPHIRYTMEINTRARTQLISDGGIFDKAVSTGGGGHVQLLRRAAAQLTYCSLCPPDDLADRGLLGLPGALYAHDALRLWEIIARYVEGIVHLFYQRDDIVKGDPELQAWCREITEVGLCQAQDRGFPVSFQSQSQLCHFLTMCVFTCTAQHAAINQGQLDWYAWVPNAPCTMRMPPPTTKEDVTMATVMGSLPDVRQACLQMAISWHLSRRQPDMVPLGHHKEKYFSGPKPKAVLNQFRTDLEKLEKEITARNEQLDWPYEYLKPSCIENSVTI
#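 Purified human 12hLO at 150 nM in 25 mM Hepes, 0.01% Triton X-100, pH 7.0, preincubated 15 min at room temperature with compound. Reaction started with 40 uM arachidonic acid, 30 min at room temperature. Hydroperoxide measured by Fe-xylenol orange, 573/405 nm absorbance ratio.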
# * marks the source's active call; other numbers are inactive results; u = inconclusive; [ ] = another dose, or the depositor's remark. % is scaled to controls: 0 for no effect and ±100 for the full control effect; potency is read from the fitted curve at half-maximal effect. These rows are one share of the data, so the mix of outcomes need not match the whole.
SMILES,12-LOX inh
CC1=C[C@@H](CNC(=O)c2ccccc2)[C@H](C(C)C)C[C@H]1CC(=O)NCc1cccnc1,2.3%[176 µM]
CC[C@@H]1[C@@H](NC(=O)c2ccc(N3CCN(C)CC3)cc2)[C@@H]2CCO[C@H]12,28.1%
O=C(Nc1ccc(F)cc1)c1cnn2ncccc12,18.7%[176 µM]
CCN1C(=O)CCN(C(=O)CCC2CCCC2)CC12CCOCC2,8.1%
CN1C[C@@H](NC(=O)Nc2ccc(F)cc2)C[C@H]1c1nc(-c2ccccn2)no1,-1.6%[176 µM]
c1ccc(C2=NOC3(CCN(C4COC4)CC3)C2)cc1,-1.2%[12.5 µM]
C=CCN=C1NC(c2ccc(Cl)cc2)C(C(=O)OC)=C(C)N1Cc1cccc(C(F)(F)F)c1 (centres undefined),u
CC(C)CN1C(=O)CO[C@H](c2ccc(NC(=O)COc3ccccc3)cc2)[C@H]1CO,4.5%[176 µM]
COc1cc(Cl)ccc1C(=O)N1CCC[C@H]1c1nc(-c2ccccc2)no1,5.4%
CC(CCN1CCC(C(O)(c2ccccc2)c2ccccc2)CC1)Oc1ccc(C#N)c(F)c1 (centres undefined),u
COc1ncc(-c2nccc3c(=O)cc(N4CCN(C)CC4)oc23)cn1,0.2%[176 µM]
COc1ccc(N2Cc3c(NCCc4ccc(Cl)cc4)ncnc3N(C)CC2=O)cc1,-4.9%
CC(=O)N[C@@H]1C[C@H](Cc2ccccc2)O[C@H](c2c(C)nn(C(C)(C)C)c2C)C1,40.2%[activator]
CCn1c(C2CCCN(C(=O)c3ccc(C(C)(C)C)cc3)C2)nn(C)c1=O (centres undefined),36.1%[activator]
Cc1nn(CCC#N)c(C)c1[C@@H]1C=C[C@@H](NCc2ccc(C(C)C)cc2)C1,3.2%[176 µM]
Cc1nc(C)c(C(=O)NCC2CCCCC(=O)N2)s1 (centres undefined),29.3%
Cc1ccc(NC(=O)N2CCc3c(C(=O)NCCCN4CCCC4=O)cccc32)cc1,-14.1%
Cc1ncsc1C(=O)N1CCc2c(n(Cc3ccccc3)n(-c3ccccc3)c2=O)C1,-1.7%[176 µM]
O=C(NCc1nc(-c2ncccn2)no1)C1CC2(CCNCC2)CN1 (centres undefined),54.8%[activator]
N#Cc1cccc(C(=O)N2CCCN(C(=O)C3CC3)C(c3ccccc3)CC(=O)NCC2)c1 (centres undefined),37.9%[activator]
Cc1oc(C(O)c2cncnc2)nc1C(=O)Nc1ccc2c(c1)NC(=O)CO2 (centres undefined),-3.0%[176 µM]
COc1ccccc1-c1ccnc(-n2ncc(C(=O)N[C@H]3CCCCNC3=O)c2C2CC2)n1,-7.3%
O=C(Cn1cccc1-c1nc(-c2ccc3c(c2)OCO3)no1)N1CCc2ccccc21,20.1%
Cc1noc(-c2ccc3c(c2)OCO3)c1C(=O)NCCCCc1ccccc1,8.3%
CCOc1ccc(NC(=O)C2(CC)CCCCC(=O)N2)cc1 (centres undefined),-4.1%
# (next part)
SMILES,12-LOX inh
CCC(O)c1cc2n(n1)CCN(Cc1nnc(-c3cccc(F)c3)o1)C2 (centres undefined),70.3%[activator]
COC1CCN(CC2CCCCCN2C(=O)Nc2ccc3c(c2)OCCO3)CC1 (centres undefined),9.6%
COc1cc(NC(=O)c2cc3n(n2)CC(c2ccc(Cl)cc2)OC3)c(OC)cc1Cl (centres undefined),u
CCc1cccc(OCC(=O)c2ccc3c(c2)N(CC(=O)NCc2ccco2)C(=O)CO3)c1,7.1%
Cc1cc(=O)n(CC(=O)Nc2cccc(Br)c2)c(N2CCOCC2)n1,20.9%
Cn1cnc2cc(-c3ccc(F)cc3)cc(C(=O)NCCN3CCOCC3)c21,4.8%[176 µM]
COc1ccc(C(C)NC(=O)c2noc(-c3ccc(C)cc3)n2)cc1 (centres undefined),-12.7%
O=C1C(O)C2(CCCCC2)N1C1CCN(Cc2ccc(F)c(F)c2)CC1 (centres undefined),55.3%[activator]
Cc1nn(C)c(C)c1S(=O)(=O)NCCc1noc(-c2cccnc2)n1,10.4%
O=C(Nc1cccc(C(F)(F)F)c1)O[C@@H]1CO[C@H]2[C@@H]1OC[C@@H]2NC(=O)C1CCC1,20.3%[176 µM]
O=C1CCCN1CCc1nc(C2CCOC2)nn1-c1cccnc1 (centres undefined),-3.3%
COc1ccc(-c2[nH]nc3ncc(C(=O)Nc4ccn(C)n4)nc23)c(C)c1,10.6%[176 µM]
CC(=O)NCCC(=O)N1Cc2ccccc2CC2(CCCN(CC3CCCC3)C2)C1 (centres undefined),6.9%[6.33 µM]
CN(C(=O)c1cn(C)c2ccccc12)c1ccc(Oc2cccnc2)cc1,0.5%
COC(=O)c1cn([C@H]2CO[C@H]3[C@@H]2OC[C@@H]3NC(=O)NC2CCCCC2)nn1,17.2%[176 µM]
Cc1ccc(-c2noc([C@@H]3Cc4nc[nH]c4CN3C(=O)Nc3ccc(Cl)cc3)n2)cc1,15.4%[176 µM]
CNC(=O)[C@H](CC1=CN=C2C=CCC=C12)NC(=O)[C@@H](CC(=O)NO)CC(C)C,u
CN(C)C[C@@H]1CN(c2ncccn2)C[C@H]1NC(=O)c1cc2ccccc2[nH]1,-9.9%
Cc1ccc(Cn2cc(CN(C)S(=O)(=O)c3ccccc3Br)nn2)cc1,0.0%
Cc1nn(-c2ccc(C(C)(C)C)cc2)c(C)c1[C@@H]1C=C[C@@H](NC(=O)CCC(=O)O)C1,u
CCN(C(=O)CN1C(=O)NC2(CCOCC2)C1=O)c1cccc(C)c1,33.6%
O=C(c1cn[nH]c1)N1CC2(C1)CN([S+](=O)([O-])c1ccc(OC(F)(F)F)cc1)CC2COc1ccccc1 (centres undefined),27.6%
O=C1CO[C@H](c2ccc(NS(=O)(=O)c3cccc(F)c3)cc2)[C@@H](CO)N1Cc1ccncc1,u
O=C(NCCCN1CCCCC1)C1CN(S(=O)(=O)c2cccnc2)CC12CCCCC2 (centres undefined),10.0%
O=C(O)c1ccccc1CN1CC(COc2ccccc2)C2(C1)CN(c1ccccc1)C2 (centres undefined),0.6%[176 µM]
# Following part
SMILES,12-LOX inh
O=C(c1ccco1)N(Cc1cc2cc3c(cc2nc1N1CCOCC1)CCC3)CC1CCCO1 (centres undefined),-3.5%
COC(=O)C1=C(C)N(Cc2ccc(C(F)(F)F)cc2)C(=NCc2ccccc2)NC1c1cccc(F)c1 (centres undefined),u
O=C(c1ccccn1)N(CCO)C(c1ccccc1)c1nc2ccccc2[nH]1 (centres undefined),18.5%
Cc1cn2nc(C(=O)Nc3ccc4c(c3)OCCO4)cc2c(N2CCSCC2)n1,40.9%[activator]
CCOC(=O)c1ccc(NC(=O)CC2CCCCN(C)C2=O)cc1 (centres undefined),28.3%
COCC1CN(C)CC12CCN(C(=O)CC1=CCCCC1)CC2 (centres undefined),50.9%[activator]
CCc1ccccc1NC(=O)C1c2ccccc2C(=O)N(CCOC)C12CCCC2 (centres undefined),54.6%[activator]
CCc1cc(=O)n(CC(=O)Nc2ccc(OC)c(OC)c2)c(N2CCOCC2)n1,20.7%
O=C1C(N2CCN(S(=O)(=O)c3cccs3)CC2)CCN1Cc1cccnc1 (centres undefined),u
NC(Cc1ccccc1)C(=O)N1CCN(c2ccccn2)CC1 (centres undefined),3.3%
COCCOC(=O)C1=C(C)N=C2SC=C(CC(=O)N3CCCCC3C)N2C1c1ccccc1 (centres undefined),51.3%[activator]
CN(C)[C@@H]1[C@@H](NC(=O)CCn2cnc3ccccc3c2=O)[C@H]2CCO[C@H]21,17.0%
O=C(N1CCC(n2cc(-c3nc(-c4ccccc4)no3)nn2)C1)C1(c2ccccc2)CC1 (centres undefined),u
COCc1nc(C2CCCN(C(=O)CC3CCCCC3)C2)no1 (centres undefined),36.8%[activator]
Cc1ncoc1C(=O)N1CCC(c2noc(-c3cnccn3)n2)C1 (centres undefined),45.2%[activator]
Cc1nn(Cc2ccccc2)c(C)c1[C@@H]1C=C[C@@H](NC(=O)CCCC(=O)O)C1,10.0%[176 µM]
COCCNC(=O)[C@H]1C[C@H](Oc2cccnc2)CN1S(=O)(=O)c1ccccc1,-7.4%
O=C(NC[C@H]1O[C@@H](CC(=O)N2CCN(c3ccccn3)CC2)[C@H](O)[C@@H]1O)Nc1cccc(F)c1,10.3%
Cc1ccc(NC(=O)C2CCN(C(=O)c3ncn4c3COC(c3ccc(F)cc3)C4)CC2)c(Cl)c1 (centres undefined),39.9%
CCN(CC)C(=O)c1cc2c(n1C)CCN(Cc1ccc(F)cc1)C2,27.7%
CCn1cc(CCC(=O)Nc2ccc(Oc3cccnc3)cc2)c2ccccc21,-14.2%
N[C@@H]1CC[C@@]23CCCN2C(=O)CCC[C@H]3[C@H]1Cc1ccccc1,8.9%
CNc1nc2cnc(-c3ccsc3)cc2n1Cc1ccccc1,u
COc1ccc(-c2ccc3ncc(Nc4ccccc4F)n3n2)cc1OC,2.7%[176 µM]
Cc1cc(C)c(C(=O)NCC(N)=O)c(=O)[nH]1,u

# Some of these compounds in order of the 12-LOX inh value, lowest first.
Molecule	12-LOX inh
COCCNC(=O)[C@H]1C[C@H](Oc2cccnc2)CN1S(=O)(=O)c1ccccc1	-7.4%
O=C(c1ccco1)N(Cc1cc2cc3c(cc2nc1N1CCOCC1)CCC3)CC1CCCO1 (centres undefined)	-3.5%
N[C@@H]1CC[C@@]23CCCN2C(=O)CCC[C@H]3[C@H]1Cc1ccccc1	8.9%
COC1CCN(CC2CCCCCN2C(=O)Nc2ccc3c(c2)OCCO3)CC1 (centres undefined)	9.6%
O=C(c1ccccn1)N(CCO)C(c1ccccc1)c1nc2ccccc2[nH]1 (centres undefined)	18.5%
CCN(C(=O)CN1C(=O)NC2(CCOCC2)C1=O)c1cccc(C)c1	33.6%

# Additional results follow.
SMILES,12-LOX inh
O=C1NCc2ccccc2CC12CCN(Cc1ccccc1Cl)CC2,11.5%[6.33 µM]
COc1ccc(NC(=O)CN2C(=O)NC(c3ccc(Cl)cc3)C3=C2COC3=O)cc1Cl (centres undefined),u
COc1cccc(-c2cc3c(=O)n(CCNC(=O)Cc4c[nH]c5ccccc45)ccn3n2)c1,-4.2%
Cc1ccc(S(=O)(=O)Cc2noc([C@@H]3C[C@@H](O)CN3Cc3cccc(C#N)c3)n2)cc1,7.1%
Cc1noc(C)c1-c1cc2c(cc(-c3ccccc3)n2C)c(-c2cccnc2)n1,10.5%[176 µM]
CN1CCCC2(Cc3ccccc3CN(C(=O)Cc3ccccc3)C2)C1 (centres undefined),1.4%[6.33 µM]
O=C1CCCCC(C(=O)N2CC=C(c3ccccc3)CC2)N1 (centres undefined),22.2%
C=CCNC(=O)c1cnn2c1CN(C(=O)OC)CC2,-0.7%[12.5 µM]
Cc1cccc(CCNC(=O)C2N(C(C)C)C(=O)C23CCCC3)c1 (centres undefined),78.2%[activator]
O=C(c1ccccc1)N1CCCN(c2cc(-c3ccc(Cl)cc3)[nH]n2)CC1,19.1%
COCCOC1CN(C2CCN(Cc3ccncc3)CC2)C12CCCCC2 (centres undefined),30.5%[activator]
CC(C)C(=O)N1CC(c2nnc(-c3ccncc3)o2)C2(CCOCC2)C1 (centres undefined),48.2%[activator]
COc1ccc(-c2ccc3c(c2)C(=O)N2CCN(C(=O)c4ccccc4)C[C@@H]2C(=O)N3)cc1,15.3%
COc1cccc(N2C(=O)NC(=NC3CCCCC3)C23CCN([S+](=O)([O-])c2cccc(C(F)(F)F)c2)CC3)c1,6.5%[6.33 µM]
Cc1ccoc1C(=O)N1C[C@@H](COCC2CC2)[C@H](c2ccncc2)C1,11.9%
CCOc1ccc(NC(=O)N(C)CC2CCOCC2)cc1,39.5%[activator]
COc1ccc(OC)c(CNC(=O)COc2ccc(NC(=O)C3CC3)cn2)c1,6.3%
CN(C)S(=O)(=O)N1CCCC(C(=O)Nc2cccc(-n3cccn3)c2)C1 (centres undefined),43.5%[activator]
CN1CC2(CCN(C(=O)c3n[nH]c(=O)c4ccccc34)CC2)CC1C(=O)N1CCOCC1 (centres undefined),46.0%[activator]
O=C(NCC1Cn2cccc2C(=O)N1Cc1ccccc1)c1cccc2nccnc12 (centres undefined),63.0%[activator]
COc1ccc(C(=O)N2CCC(N3CC(OC)C34CCOCC4)CC2)c(OC)c1 (centres undefined),10.5%
CC1(C)C[C@H](NCc2ccc(CO)o2)[C@@]2(CCC(=O)N3CCOCC3)CC[C@](C)(O)C[C@@H]12,51.8%[activator]
S=C(NC1CCCCC1)N1CCC(C2C=NC=N2)CC1 (centres undefined),10.2%
O=CN(O)CCCP(=O)(O)O,-0.9%
O=C(c1nc(-c2cccc(C(F)(F)F)c2)c2ccccn12)N1CCCC1,12.6%
# Next records follow:
SMILES,12-LOX inh
O=C1CC(c2ccccc2)N(C(=O)CNC(=O)c2ccc3ccccc3n2)CCCCCN1 (centres undefined),91.6%[activator]
CSc1cccc(NC(=O)N2CCC(OC3CCN(Cc4ccccc4)CC3)CC2)c1,7.8%
CN1CCN(c2ccc(-c3noc([C@@H]4CCCN4Cc4ccccc4)n3)cn2)CC1,17.8%[176 µM]
Cn1nccc1-c1cn(C)c(=O)n2cc(COc3ccc(Cl)cc3)nc12,2.5%[176 µM]
COCc1cc(CC2(NCc3ccc(C#N)cc3)COC2)no1,-5.7%[176 µM]
CC(=O)N1CCc2[nH]cnc2C12CCN(C(=O)c1ccn3nnnc3c1)CC2,-11.5%
O=C(Cn1cccc1-c1nc(-c2ccccc2)no1)NCCc1ccc(Cl)cc1,-5.2%

# Reprinted at random: six entries already listed.
SMILES,12-LOX inh
CC(=O)N1CCc2[nH]cnc2C12CCN(C(=O)c1ccn3nnnc3c1)CC2,-11.5%
O=C(Cn1cccc1-c1nc(-c2ccccc2)no1)NCCc1ccc(Cl)cc1,-5.2%
CSc1cccc(NC(=O)N2CCC(OC3CCN(Cc4ccccc4)CC3)CC2)c1,7.8%
CN1CCN(c2ccc(-c3noc([C@@H]4CCCN4Cc4ccccc4)n3)cn2)CC1,17.8%[176 µM]
O=C1CC(c2ccccc2)N(C(=O)CNC(=O)c2ccc3ccccc3n2)CCCCCN1 (centres undefined),91.6%[activator]
COCc1cc(CC2(NCc3ccc(C#N)cc3)COC2)no1,-5.7%[176 µM]
